Screening data deposited in PubChem BioAssay by The Scripps Research Institute Molecular Screening Center.
FBW7 activator – activators of human E3 ligase FBW7; normalized activity (activation), % at 26.1 µM; hit rate 0.13% among 650,000; AlphaScreen FBW7–phospho-cyclin E peptide binding, activator screen; Q969H0; in the data active = normalized activity above about 1.9%;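 note: purified mutant Fbw7 with reduced substrate affinity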
MITF primary – inhibitors of human MITF; O75030; AlphaScreen MITF homodimerization, bead proximity signal; inhibition, % at 2.6 µM; hit rate 0.91% among 650,000; AID 1259374; in the data active = inhibition above about 50%;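 note: 0% = vehicle wells with protein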
Target sequence (O75030 whole entry, looked up): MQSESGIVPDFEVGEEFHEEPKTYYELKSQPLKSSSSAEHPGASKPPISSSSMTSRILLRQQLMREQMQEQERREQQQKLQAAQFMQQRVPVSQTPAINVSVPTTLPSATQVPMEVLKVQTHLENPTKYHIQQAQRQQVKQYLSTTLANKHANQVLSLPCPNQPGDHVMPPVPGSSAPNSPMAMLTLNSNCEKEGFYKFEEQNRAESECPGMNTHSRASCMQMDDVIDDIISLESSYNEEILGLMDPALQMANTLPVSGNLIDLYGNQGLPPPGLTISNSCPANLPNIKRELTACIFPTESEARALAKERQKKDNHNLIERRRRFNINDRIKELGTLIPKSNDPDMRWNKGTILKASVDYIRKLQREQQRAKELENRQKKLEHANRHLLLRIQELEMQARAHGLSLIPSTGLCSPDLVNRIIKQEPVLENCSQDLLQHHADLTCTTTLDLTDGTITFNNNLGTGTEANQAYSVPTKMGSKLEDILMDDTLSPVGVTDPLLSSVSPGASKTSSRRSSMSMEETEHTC
GPR151 activ – human GPR151 activation | PathHunter beta-arrestin GPR151 cells, luminescence | activation, % at 11.2 µM | hit rate 1% among 650,000 | AID 1508602; in the data active = activation above about 4.9%;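 note: 0% = median of compound wells and 100% = cells with positive control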
Target sequence (Q8TDV0 whole entry, looked up): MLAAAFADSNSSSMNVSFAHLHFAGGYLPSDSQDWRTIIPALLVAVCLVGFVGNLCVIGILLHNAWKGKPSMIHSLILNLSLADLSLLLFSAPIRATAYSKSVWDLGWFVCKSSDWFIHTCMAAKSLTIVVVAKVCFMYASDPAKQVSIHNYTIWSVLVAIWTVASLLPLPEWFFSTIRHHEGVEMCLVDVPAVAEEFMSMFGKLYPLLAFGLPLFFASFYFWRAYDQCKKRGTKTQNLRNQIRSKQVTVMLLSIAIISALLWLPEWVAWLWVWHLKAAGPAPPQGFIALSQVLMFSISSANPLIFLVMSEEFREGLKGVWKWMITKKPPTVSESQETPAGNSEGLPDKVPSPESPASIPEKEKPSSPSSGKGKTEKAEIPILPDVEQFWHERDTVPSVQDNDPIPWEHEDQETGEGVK
TEAD-YAP block – TEAD-YAP interaction inhibition. HEK-TIYL cells, TEAD-Gal4/YAP UAS-luciferase luminescence. inhibition, % at 9.12 µM. hit rate 1.4% among 640,000; in the data active = inhibition above about 32%;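 note: 0% = median of test compound wells and 100% = reference inhibitor wells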
* = called active by the depositor.

Values in the order: FBW7 activator	MITF primary	GPR151 activ	TEAD-YAP block
O=C(NCCSCc1ccccc1)c1ccc(N2CC3CC(C2)c2cccc(=O)n2C3)c(NC(=O)c2cccnc2)c1 (stereo not given)
    0.1	6	2.0	-1
CCc1ccccc1NC(=O)c1ccc(N2CCc3ccccc3C2)c([N+](=O)[O-])c1
    -0.3	2	-1.2	-3
CCCCOC(=O)c1ccc(NC(=O)COc2ccc(C)c(C)c2)cc1
    -0.1	1	-0.9	-2
Cc1sc2nc(C)n(C3CCN(C(=O)C(C)(C)C)CC3)c(=O)c2c1C
    -0.1	7	0.2	12
O=C1N=C(N2CCCCC2)S/C1=C/c1ccc(Cl)cc1Cl
    0.0	-5	1.0	0
Cc1ccccc1C(=O)Nn1cnc2ccccc2c1=O
    0.0	6	-0.1	-38
Cc1ccc(N(CC(=O)NCc2ccco2)C(=O)CCC(=O)Nc2ccccn2)cc1C
    0.0	2	0.8	-3
CCOC(=O)c1cc2cc(C=O)sc2[nH]1
    1.1	5	-0.9	-49
Cc1occc1C(=O)N1CCCC(CCC(=O)NCc2ccc(F)c(F)c2)C1 (stereo not given)
    -0.1	6	1.5	-3
CC(C)OC(=O)CSC1=C(C#N)C(c2ccccc2)CC(=O)N1 (stereo not given)
    -0.1	-7	0.9	62*
CCCC(=O)Nc1nnc(SC(CC)C(=O)Nc2ccc(C(C)=O)cc2)s1 (stereo not given)
    0.1	11	1.5	2
O=C1c2ccccc2C(=O)N1CC1=NCCc2ccccc21
    0.0	2	-0.5	-24
N/C(=N\O)c1ccc(NC(=O)c2ccco2)cc1
    0.1	9	-1.5	-38
O=C(Nc1cc(C(F)(F)F)ccc1Cl)c1ccc(F)c(S(=O)(=O)N2CCCCCC2)c1
    0.1	-4	0.7	1
Cc1cc(NS(=O)(=O)c2ccc(NC(=O)c3ccncc3)cc2)no1
    0.0	-3	-0.1	-6
O=C(CSc1ccc(-c2cccnc2)nn1)Nc1nccs1
    1.3	11	-0.1	2
COC(=O)C1=C(C)N=C2SC(C)C(=O)N2C1c1cccc(Br)c1 (stereo not given)
    0.1	-1	-0.2	-7
COc1cc(Br)ccc1OCC(=O)N/N=C/c1ccc(Cl)cc1
    0.0	13	-0.4	10
COc1cccc(/C=C(\C#N)C(=O)NCCc2ccccc2Cl)c1OC
    0.2	12	-0.4	-13
C#CCN1C(=O)S/C(=C/C=C/c2ccc(OC)cc2)C1=O
    -0.1	-2	0.6	-38
COc1cccc(/C=N/NC(=O)C(=O)Nc2ccccc2OC(F)(F)C(F)F)c1
    -0.1	-1	-0.5	-14
S=C(Nc1ccccc1)Nc1ccccn1
    0.0	-3	0.5	-15
COc1ccc2cccc3c2c1C(=O)C3=O
    0.7	12	-0.8	8
O=C(N/N=C\c1ccc(-c2cccc(Cl)c2)o1)C(=O)NC1CCCC1
    -0.1	-4	2.8	-1
CC(CC(=O)NC12CC3CC(CC(C3)C1)C2)Cc1nc2ccccc2c(=O)[nH]1 (stereo not given)
    0.6	0	0.2	-4
COc1ccc(C(=O)Nc2cc(C(=O)Nc3ccc(F)c(F)c3)ccc2N2CC3CC(C2)c2cccc(=O)n2C3)cc1 (stereo not given)
    0.2	-12	1.1	1
CC(C)c1ccc2oc(-c3cccc(NC(=O)c4cc5ccccc5o4)c3)nc2c1
    -0.1	30	-0.5	-41
CCN(CC)S(=O)(=O)c1cccc(S(=O)(=O)c2ccc(Cl)c(S(=O)(=O)N(CC)CC)c2)c1
    0.2	-3	-0.5	2
Nc1cccc2c1C(=O)N(C(=O)c1cc(Cl)ccc1[N+](=O)[O-])C2=O
    -0.2	-2	0.9	-5
COc1ccc(NC(=O)COc2ccc3ccccc3c2)c(OC)c1
    -0.1	-3	3.0	-1

(next part)
Values in the order: FBW7 activator	MITF primary	GPR151 activ	TEAD-YAP block
O=C(Nc1ccccc1I)c1ccc(Cl)cc1[N+](=O)[O-]
    0.6	9	-1.0	13
Cc1ccc(NC(=O)CNC(=O)c2ccc(C(C)(C)C)cc2)cc1
    0.6	12	2.4	-9
CCOc1ccc(NC(=O)c2cnn3c(C(F)(F)F)cc(-c4ccco4)nc23)cc1
    -0.2	-4	0.2	6
CNC(=O)c1c(NC(=O)c2nc(SC)ncc2Cl)sc2c1CCCC2
    0.7	5	-0.2	9
O=C(CSc1nnc(-c2ccccc2)o1)c1ccc(F)cc1
    -0.1	-1	-0.5	-4
CCN1CCN(c2nc3c(C)ccc(C)c3cc2C#N)CC1
    0.0	-8	1.6	6
CC(=O)NCCC1CCN(C(=O)c2cc(COc3ccc(C)nc3)on2)CC1
    0.0	21	0.2	-1
CC(=O)Nc1ccc(NC(=O)C2CCN(S(=O)(=O)c3ccc(F)cc3)CC2)cc1
    0.2	11	0.1	1
Cc1cc(N2CCC(C(=O)Nc3cccc4ccccc34)CC2)n2ncnc2n1
    0.2	-8	-0.7	0
CC1CCCN(C(=O)c2cccc(-n3c(=S)[nH]c4cc(Cl)ccc4c3=O)c2)C1 (stereo not given)
    0.2	1	1.7	2
COc1ccc(-c2nc(N)nc(C(F)(F)F)c2-c2cscn2)c(O)c1
    0.1	2	-0.8	1
COC(CNc1ncnc2c1c(-c1ccccc1)cn2-c1ccc(Br)cc1)OC
    0.1	2	-1.7	4
CC1CCN(C(=O)CC2(c3ccccc3F)CC(=O)N(CCN(C)C)C2=O)CC1 (stereo not given)
    0.1	1	0.2	2
O=c1oc2cc(O)ccc2cc1-c1csc(-c2ccc(Br)cc2)n1
    0.3	7	-0.3	6
NC1=Nc2cc(C(=O)O)ccc2Sc2ccccc21
    -0.2	0	-2.3	-2
CCOC(=O)c1sc2nc(SCC(=O)C(C)(C)C)n(CCc3ccc(Cl)cc3)c(=O)c2c1C
    0.0	-1	2.5	-5
CC(C)c1ccc(Nc2ncnc3c2c(-c2ccccc2)cn3-c2cccc(C(F)(F)F)c2)cc1
    -0.1	-12	-0.6	3
O=C(NCc1cccc(C(F)(F)F)c1)c1ccnc(Nc2cnccn2)c1
    0.0	16	-0.2	0
O=C(CSc1nc2ccccc2o1)N1CCCC1
    0.0	12	0.3	-25
Cc1cc(C)nc(/N=C(\N)Nc2cc(Oc3ccccc3)ccc2Cl)n1
    0.4	17	0.2	20
Cc1cc[n+](C2=Nc3ccccc3NC2=C(C#N)C#N)cc1
    0.3	9	-0.9	9
O=C(CCc1c[nH]c2ccccc12)OCC(=O)N1CCCC1=O
    0.1	9	-0.2	-1
CCOc1ccccc1Nc1ncnc(N)c1[N+](=O)[O-]
    0.0	-10	-1.2	8
Cn1c(=O)[nH]c(=O)c2c1nc1n2CCN1CCN1CCOCC1
    -0.1	-2	-0.8	5
Cc1c(O)ccc2c(=O)c(-c3nc4ccccc4s3)c(C(C)C)oc12
    0.0	-4	0.7	0
CCc1cc2[nH]c(C(=O)OC)cc2s1
    0.0	2	5.0*	-37
O=C(NCc1ccc2c(c1)OCO2)c1ccc2nc3[nH]c4ccccc4c3nc2c1
    0.2	16	-0.6	-41
CN=C(Nc1cccc(F)c1)SC1CC(=O)N(c2ccccc2F)C1=O (stereo not given)
    -0.1	-7	3.2	12
CCOC(=O)C1CCN(c2ccc([N+](=O)[O-])s2)CC1
    0.4	14	0.3	-1
CC(C)(C)C1CCc2onc(C(=O)Nc3cccc(O)c3)c2C1 (stereo not given)
    0.1	-9	1.8	2

Remaining list, next part:
Values in the order: FBW7 activator	MITF primary	GPR151 activ	TEAD-YAP block
COc1ccc(N2CCN(C(=O)COc3ccc(Cl)cc3C)CC2)cc1
    0.2	20	-1.1	-10
Cc1cc(C)n(CC2CCN(C(=O)COc3ccc(Cl)cc3Cl)CC2)n1
    0.3	1	1.7	-1
COc1ccc(NC(=O)c2sc3nc(-c4ccc(F)cc4)cn3c2C)cc1
    0.1	4	4.1	9
Cc1ccc(/C=N/NC(=S)Nc2cccc(C(=O)O)c2)o1
    0.0	8	0.9	21
CCC1(c2ccccc2OC)C(=O)Nc2cc(F)ccc21 (stereo not given)
    0.3	-7	0.3	-1
CC(C)CC(=O)NCC1Cc2cccc(-c3ccncc3)c2O1 (stereo not given)
    0.1	-4	2.8	-6
COc1ccc2c(Cn3cnc4cc([N+](=O)[O-])ccc4c3=O)cc(=O)oc2c1
    -0.2	0	-0.2	64*
COc1ccc(C2C(C(=O)N3CCN(c4ccccc4)CC3)c3ccccc3C(=O)N2C)cc1 (stereo not given)
    0.1	-7	-0.4	6
Cc1cc(C)c2nc3sc(C(=O)N4CCCC4)c(N)c3cc2c1
    -0.1	-7	0.3	3
Cc1ccc(-n2c(SCC(=O)NCCc3ccccc3)nc3n[nH]c(C)c3c2=N)cc1Cl
    -0.1	5	0.6	1
Cc1ccc2nc(SCC(=O)Nc3ccc(Cl)c(Cl)c3)[nH]c2c1
    0.1	6	-0.3	19
COc1ccc(CNC(=O)CSc2cc(=O)n(C)c3ccccc23)cc1
    0.1	-1	0.0	2
COc1cc(C)nc(N2CCC(C(=O)NCc3ccccc3F)CC2)n1
    0.8	11	2.0	2
CC(C)CNC(=O)CCC1=NS(=O)(=O)c2ccccc2N1
    -0.3	-2	-0.9	3
Cc1cccc(-c2nc(Nc3ccccc3F)c3ccccc3n2)c1
    0.0	-5	0.3	3
Cc1nc2c([nH]1)c(=O)oc1ccccc12
    0.2	13	-1.1	0
CCOC(=O)c1ccc(NC(=O)COc2cc(Cl)ccc2Cl)cc1
    -0.1	0	-1.1	3
Cc1csc(NC(=O)c2ccccc2C(F)(F)F)n1
    0.7	-1	-2.2	0
COc1cc(Nc2nc(NCc3ccccc3)c3ncn(-c4ccsc4)c3n2)cc(OC)c1OC
    -0.1	4	2.3	-5
CN(C)CCCNC(=O)/C=C/c1ccc(Cl)cc1
    0.0	11	1.5	-3
Cc1nn(-c2ccccc2)nc1CNC(=O)c1cc2c(C)nn(C)c2s1
    0.2	2	1.9	12
COC(=O)C1(CCSC)NC(c2cccs2)C2C(=O)N(c3ccc(F)cc3)C(=O)C21 (stereo not given)
    0.3	18	-0.4	10
Cc1ccc(OCC(=O)N/N=C/c2cccc(O)c2)cc1C
    0.1	8	-1.0	2
CCOCCCNC(=O)CSCc1nc(-c2ccc(Cl)cc2)oc1C
    -0.2	-3	0.2	3
COc1ccc(S(=O)(=O)N2CCOC2CNC(=O)C(=O)NCC(OC)OC)cc1 (stereo not given)
    0.1	6	-1.2	-1
CC(C)(C)NCCOc1cccc(Cl)c1
    -0.1	-2	0.5	0
CCOc1ccccc1CNCc1c(C(=O)O)n(Cc2ccccc2)c2cc(C)ccc12
    -0.2	-3	-1.1	-3
CC(=O)N1CCC(C(=O)Nc2ccc3nc(C)ccc3c2)CC1
    0.1	-1	0.1	-2
CN1C(=O)/C(=C/c2ccc(C(=O)NCCCN3CCOCC3)cc2)Oc2ccccc21
    0.1	-3	2.2	-32
COc1ccc2[nH]c3nc(SCC(=O)Nc4cccc(NC(C)=O)c4)nnc3c2c1
    -0.5	5	-0.9	-14

Going on with the list.
Values in the order: FBW7 activator	MITF primary	GPR151 activ	TEAD-YAP block
Cn1nccc1Nc1ccc(N2CCC(C(=O)NCCN3CCOCC3)CC2)nn1
    -0.1	-1	2.0	8
Cc1cccc(OCC(O)CN2CCN(Cc3ccccc3)CC2)c1C (stereo not given)
    -0.1	-7	3.0	8
CCOC(=O)C1CCCN(C(=O)CSc2nc(N)c3c4c(sc3n2)CCCCC4)C1 (stereo not given)
    -0.1	1	0.6	-12
CCOC(=O)c1c(C)n(-c2ccccc2)c2c1cc(OC(=O)c1ccc(Cl)cc1)c1ccccc12
    0.0	1	-0.1	-1
O=C(O)Cc1ccc(NC(=O)c2ccco2)cc1
    0.0	12	-0.3	11
O=C(NCc1ccccc1Cl)c1ccc2c(c1)N(Cc1ccccc1F)C(=O)CS2
    0.0	-6	4.1	5
CCC(C)Nc1nc2c(c(=O)n(C)c(=O)n2C)n1Cc1ccc(Cl)cc1 (stereo not given)
    1.1	6	0.1	1
O=C(CN1C(=O)/C(=C\c2ccccc2Cl)Sc2ccccc21)NCc1cccnc1
    0.0	1	0.0	18
COc1ccccc1CNC(=O)C1CCCN(c2cc(C)nc3ncnn23)C1 (stereo not given)
    0.0	7	0.6	-10
O=C(COc1ccccc1Br)N1CCOCC1
    0.4	12	-0.8	3
Cc1no[n+]([O-])c1COc1ccccc1C=C1C(=O)NC(=S)NC1=O
    -0.2	29	6.2*	-1
COCC(=O)NC(c1nnc2n1CCN(Cc1cccc(OC)c1)CC2)C(C)C (stereo not given)
    0.3	9	3.2	4
Cc1ccc(NC(=O)Cn2cnc3scc(-c4ccccc4)c3c2=O)cc1F
    0.0	3	3.8	8
O=C(Cn1nc(C(=O)O)c2ccccc2c1=O)c1cc(F)ccc1F
    0.1	6	0.2	-12

Some of the entries above in another layout.
Cc1no[n+]([O-])c1COc1ccccc1C=C1C(=O)NC(=S)NC1=O
  FBW7 activator: -0.2; MITF primary: 29; GPR151 activ: 6.2*; TEAD-YAP block: -1

COCC(=O)NC(c1nnc2n1CCN(Cc1cccc(OC)c1)CC2)C(C)C (stereo not given)
  FBW7 activator: 0.3; MITF primary: 9; GPR151 activ: 3.2; TEAD-YAP block: 4

Cc1ccc(NC(=O)Cn2cnc3scc(-c4ccccc4)c3c2=O)cc1F
  FBW7 activator: 0.0; MITF primary: 3; GPR151 activ: 3.8; TEAD-YAP block: 8

O=C(Cn1nc(C(=O)O)c2ccccc2c1=O)c1cc(F)ccc1F
  FBW7 activator: 0.1; MITF primary: 6; GPR151 activ: 0.2; TEAD-YAP block: -12
